Exocytosis inh – LAMP-1 surface exposure blockers, TALL-104 cells – cell-based, flow cytometry, MLPCN library, primary screen; TALL-104 LAMP-1 surface exposure; cells stimulated with thapsigargin and PMA; inhibition, % at 10 µM; AID 651702, 2012; 0.66% of 360,000 active;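 active means inhibition above about 55%, limit read from the data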
PDI turbidity – inhibitors of human PDI, primary screen, biochemical, turbidity, single point, plate reader | Protein disulfide-isomerase (Homo sapiens), P07237 | inhibition, % at 10 µM | 0.052% of 350,000 active | AID 588391, 2011 | PDI insulin aggregation turbidity, A650, 90 min;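 active means mean inhibition across replicates of 30% or more, whatever share of single replicates reach that level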;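 further: absorbance from insulin aggregation driven by PDI reduction with DTT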
Target sequence (P07237 whole entry, looked up): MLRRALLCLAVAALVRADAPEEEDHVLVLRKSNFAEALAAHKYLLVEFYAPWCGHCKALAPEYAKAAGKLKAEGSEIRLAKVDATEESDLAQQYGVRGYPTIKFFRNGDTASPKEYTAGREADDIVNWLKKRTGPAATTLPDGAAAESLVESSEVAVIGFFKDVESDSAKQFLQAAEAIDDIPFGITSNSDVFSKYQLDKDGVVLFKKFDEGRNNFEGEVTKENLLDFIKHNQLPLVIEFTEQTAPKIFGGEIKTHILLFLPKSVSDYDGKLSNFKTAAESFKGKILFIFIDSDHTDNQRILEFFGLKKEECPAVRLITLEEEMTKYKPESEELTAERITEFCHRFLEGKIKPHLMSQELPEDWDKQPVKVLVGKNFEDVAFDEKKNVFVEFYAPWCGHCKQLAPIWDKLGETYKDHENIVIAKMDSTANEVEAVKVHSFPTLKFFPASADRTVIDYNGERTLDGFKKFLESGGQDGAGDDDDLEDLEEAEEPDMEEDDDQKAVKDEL
Peg3 promoter – Peg3 promoter-driven luciferase inhibitors, primary screen, cell-based, HeLa, luciferase luminescence; HeLa PEG-Prom luciferase reporter, overnight; inhibition, % at 20 µM; 1.7% of 360,000 active; AID 588405, 2011;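 active means inhibition of at least 50% at 20 µM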
iPSC survival up – enhancers of single-cell hiPSC survival, primary screen, ATPlite luminescence | 100% = ROCK inhibitor wells, 0% = DMSO | survival enhancement, % at 20 µM | 0.044% of 360,000 active; in the data active means survival enhancement above about 18%;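 further: cells exposed to compounds for 16 hours before the ATP read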
MITF TRPM1 inh – inhibitors of MITF-dependent TRPM1 promoter reporter, primary screen, cell-based, SK-MEL-5, single point, luciferase; SK-MEL-5 TRPM1 promoter luciferase, 24 h; inhibition, % at 12.5 µM; 0.83% of 330,000 active; AID 488899, 2010;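 active means mean inhibition across replicates of 60% or more, whatever share of single replicates reaches that level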; further: values of inactives mirror those of a sister screen read the other way
aDG glyco act – activators of alpha-DG glycosylation, primary screen, uHTS, Pro5-aDG cells, AlphaScreen. alpha-DG glycosylation AlphaScreen (IIH6); 0% Pro5, 100% B10-LARGE cell signal. activation, % at 10 µM. 0.22% of 360,000 active;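 active means activation of at least 8% versus controls, or a plate z-score of at least 8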;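 further: Pro5 are CHO cells carrying HIG-tagged alpha-DG that lacks glycosylation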
HIF-2a block – HIF-2a reporter inhibitors, primary screen, luminescence, 786-0 RCC cells; 786-0 RCC cells HIF-2a reporter, luciferase luminescence, overnight; inhibition, % at 18.8 µM; 0.72% of 360,000 active; AID 624352, 2012;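 active means inhibition of the luminescence signal of 40% or more relative to plate controls, in a single-dose primary screen at 18.75 µM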
NR2E3 ag-1 – NR2E3 agonists in two-hybrid cells, primary screen, cell-based, luminescence, CHO-S, Gal4-NCOR/VP16-NR2E3; 0.35% of 360,000 active; Photoreceptor-specific nuclear receptor (Homo sapiens), Q9Y5X4; luciferase; inhibition of corepressor binding, % at 3.98 µM; AID 602229, 2012;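 active means inhibition above the mean of all tested compounds plus 3 SD, cut at about 70% in these data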;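 further: 0% = DMSO with NR2E3 transfected cells and 100% = cells lacking NR2E3 construct; higher means lower luciferase signal from less NR2E3 corepressor binding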
Target sequence (Q9Y5X4 whole entry, looked up, the tested form may be a part): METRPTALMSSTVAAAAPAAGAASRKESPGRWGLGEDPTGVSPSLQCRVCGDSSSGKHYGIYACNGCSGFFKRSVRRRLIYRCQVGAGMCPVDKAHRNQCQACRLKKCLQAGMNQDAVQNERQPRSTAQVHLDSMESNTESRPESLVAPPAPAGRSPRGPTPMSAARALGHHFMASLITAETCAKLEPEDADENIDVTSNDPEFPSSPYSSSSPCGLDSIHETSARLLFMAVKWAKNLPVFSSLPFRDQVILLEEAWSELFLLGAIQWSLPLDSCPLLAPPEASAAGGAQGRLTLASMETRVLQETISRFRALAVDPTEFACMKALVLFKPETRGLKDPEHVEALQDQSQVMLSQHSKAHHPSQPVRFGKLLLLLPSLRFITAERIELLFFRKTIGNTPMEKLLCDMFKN
CaV13 ICDI inh – Primary screen for inhibitors of IQ motif and Ca2+-dependent inactivation inhibitor domain binding in CACNA1D, Förster resonance energy transfer in living cells, … | 0.098% of 340,000 active | HEK cells, CFP/YFP FRET ICDI-IQ, plate reader, 10 min; percent FRET-ratio fall versus neutral wells | AID 743397 | inhibition, % at 12.3 µM;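 active means mean replicate inhibition of at least 30% and at least 1% of replicates passing that level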;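 further: 0% = median of the neutral control wells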
NR2E3 ag-2 – inhibitors of NR2E3-RetCOR corepressor binding, primary screen, NR2E3 agonist project, biochemical, TR-FRET, GST-NR2E3, biotin-RetCOR | Photoreceptor-specific nuclear receptor (Homo sapiens), Q9Y5X4 | 1536-well | inhibition of corepressor binding, % at 4.78 µM | 0.12% of 320,000 active | AID 2300, 2010;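 active means percent inhibition above the cutoff of mean plus 3 SD of all tested compounds, set per screening campaign, cut at about 20% in these data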;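 further: 0% = DMSO wells and 100% = biotin wells as full block of FRET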
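Test system: GST-NR2E3 and biotin-RetCOR proteins | Quantity: 1.35 nM GST-tagged NR2E3 final | Medium: Tris pH 7.5 | Also added: 7 nM biotin-RetCOR | Dosing: Compound at 4.8 µM, single dose | Timing: 5 h at 4 °C | Detection: Time-resolved FRET | Read-out basis: Percent inhibition | Benchmarks: Biotin wells as high control, 0.6% DMSO wells as low control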
Vif inh – HIV Vif self-association inhibitors, primary screen, imaging, HEK293T, single point | HEK293T cells, Vif self-association by quenched fluorescence, 24 h | inhibition, % at 7.49 µM | 0.35% of 340,000 active; in the data active means inhibition above about 50%, passing the limit was not always enough; further: some results filed as inactive read as strong as hits
* hit, by the source's call; . = not tested or not shown; & = joins results of further samples.

SMILES | Exocytosis inh | PDI turbidity | Peg3 promoter | iPSC survival up | MITF TRPM1 inh | aDG glyco act | HIF-2a block | NR2E3 ag-1 | CaV13 ICDI inh | NR2E3 ag-2 | Vif inh
O=C1CC2CCCC(C1)S2=O (configuration not stated) | 2 | -5 | 4 | -0.2 | . | -0.1 | 7 | -11 | -9 | . | -6
CC1(C)Cc2cccc(OCC(=O)N3CCN(c4ccccc4F)CC3)c2O1 | 1 | 3 | 18 | 0.0 | 20 | 0.1 | 21 | -18 | -5 | 2 | 7
C=CCNC(=O)C1CC(=O)N(c2ccc(OCC(=O)Nc3ccc(Cl)c(C(F)(F)F)c3)cc2)C1 (configuration not stated) | -3 | -3 | 28 | -1.3 | -2 | 0.6 | 8 | 3 | . | -2 | -17
COc1ccc(NC(=O)CC2SC(=Nc3ccccc3)NC2=O)cc1 (configuration not stated) | 4 | -1 | 4 | 3.2 | 2 | -0.1 | 19 | 3 | -5 | 3 | -1
O=c1c2c3n(c(=O)nc2[nH]n1-c1ccccc1)CCCCC3 | -1 | -22 | -8 | 0.9 | -11 | 0.0 | -34 | 2 | . | -1 | .
Cc1ccc(C(=O)Nc2ccccc2N2CCCC2)cc1 | -3 | -2 | 7 | 1.1 | 1 | -0.1 | -17 | -20 | 9 | -3 | -3
COc1ccc(NC(=O)C(=O)NCC2CCCN2S(=O)(=O)c2cccs2)cc1 (configuration not stated) | -2 | -2 | 17 | -0.5 | 16 | -0.2 | -1 | -42 | -6 | -1 | 1
Cc1cc(C)nc(SCC(=O)Nc2ccc(S(=O)(=O)Nc3nccs3)cc2)n1 | -4 | 1 | 7 | 0.1 | 4 | 0.0 | 4 | -5 | -5 | 1 | 18
CC(=O)c1cccc(NC(=O)c2onc(C)c2Cl)c1 | -3 | -9 | -34 | 1.0 | . | 0.3 | -52 | -31 | -5 | 5 | 8
COCCCNC(=O)C[C@H]1C[C@H](C(=O)N2CCOCC2)[C@@]2(CCC3CCCC3)c3[nH]c4cc(CCC(=O)N(C)C)ccc4c3CCN2C1=O | -3 | -4 | 4 | -1.8 | 18 | -0.1 | 14 | 2 | -8 | . | 3
COc1ccccc1C(=O)N1CCCC1(C#N)c1ccccc1 (configuration not stated) | 4 | 6 | 12 | -2.5 | -5 | 0.1 | 9 | -24 | . | 1 | .
COc1ccc(S(N)(=O)=O)cc1C(=O)NCCCN1CCN(c2ccccc2OC)CC1 | -11 | -24 | 7 | -2.0 | 0 | -0.3 | 25 | -9 | -5 | -1 | 9
CC1(C(=O)NCc2ccc(C(F)(F)F)cc2)CCN1Cc1ccccc1OC(F)F (configuration not stated) | 13 | -3 | 15 | -0.3 | . | 1.2 | 12 | 22 | -5 | . | -1
Cc1ccc(NC(=S)N/C(=N/S(=O)(=O)c2ccccc2)c2ccccc2)cc1 | 1&4 | -14&-23 | -200&-130 | 1.7&-3.3 | -38&-65 | -0.5&1.1 | -259&-177 | -125&-104 | -10&-5 | 0 | -6
Cc1nn(C)cc1C(=O)NNC(=S)Nc1ccccc1 | 0 | 10 | -69 | -2.0 | -37 | -0.3 | -160 | -33 | -4 | 1 | -31
Cc1cc(OCc2ccc(F)cc2)nc(-c2ccccc2O)n1 | 9 | -4 | 9 | -0.5 | -7 | 0.8 | -5 | 4 | . | 0 | -9
CC(CC(=O)NC1CCSC1=O)c1ccccc1 (configuration not stated) | -3 | -5 | 7 | 1.5 | -1 | -0.2 | -48 | -4 | . | 6 | .
Cc1noc(C)c1CSCC(=O)N(C)CC(=O)Nc1ccccc1C(F)(F)F | 4 | 10 | 3 | 2.4 | 3 | -0.2 | -1 | -12 | -16 | 1 | -1
CC(Sc1nnc(-c2ccccc2)c(-c2ccccc2)n1)C(=O)N1CCc2ccccc21 (configuration not stated) | 11 | 3 | 18 | 3.0 | 14 | 0.0 | 3 | -24 | -15 | 1 | -7
COc1cccc(-c2cc(C(=O)N/N=C/c3ccco3)c3ccccc3n2)c1 | 6 | -3 | -38 | -0.3 | -5 | -0.1 | -59 | -7 | -6 | 1 | -9

The final 4 compounds of the section before are carried over, then new ones follow.
SMILES | Exocytosis inh | PDI turbidity | Peg3 promoter | iPSC survival up | MITF TRPM1 inh | aDG glyco act | HIF-2a block | NR2E3 ag-1 | CaV13 ICDI inh | NR2E3 ag-2 | Vif inh
CC(CC(=O)NC1CCSC1=O)c1ccccc1 (configuration not stated) | -3 | -5 | 7 | 1.5 | -1 | -0.2 | -48 | -4 | . | 6 | .
Cc1noc(C)c1CSCC(=O)N(C)CC(=O)Nc1ccccc1C(F)(F)F | 4 | 10 | 3 | 2.4 | 3 | -0.2 | -1 | -12 | -16 | 1 | -1
CC(Sc1nnc(-c2ccccc2)c(-c2ccccc2)n1)C(=O)N1CCc2ccccc21 (configuration not stated) | 11 | 3 | 18 | 3.0 | 14 | 0.0 | 3 | -24 | -15 | 1 | -7
COc1cccc(-c2cc(C(=O)N/N=C/c3ccco3)c3ccccc3n2)c1 | 6 | -3 | -38 | -0.3 | -5 | -0.1 | -59 | -7 | -6 | 1 | -9
Cc1oc(-c2ccccc2Cl)nc1CS(=O)(=O)CC(=O)NCCN1CCOCC1 | -1 | . | 7 | 1.7 | . | -0.2 | 7 | 10 | -5 | 2 | 21
COc1cccc(NC(=O)CSc2ccc3nnc(-c4ccncc4)n3n2)c1 | 1 | -9 | -7 | -2.4 | -2 | -0.2 | 9 | 4 | -7 | 6 | 16
COc1cccc(N(C(=O)c2ccco2)C(C(=O)NC2CCCC2)c2ccc(N(C)C)cc2)c1 (configuration not stated) | 0 | -2 | 17 | 1.5 | 10 | 0.1 | 11 | 15 | . | 4 | -24
CCOC(=O)c1cnc2c(cnn2C)c1Cl | 0 | 2 | 25 | -0.4 | 4 | 0.0 | 18 | -7 | -7 | -4 | 4
Clc1ccccc1CN1CCN(/N=C/C=C\c2ccco2)CC1 | 2 | -1 | -93 | -0.6 | -24 | -0.3 | -141 | -50 | -4 | -1 | 2
COc1cccc(-c2nnc(NC(=O)c3ccc(S(=O)(=O)N(CC(C)C)CC(C)C)cc3)o2)c1 | -1 | -5 | 29 | 0.3 | 39 | 6.1* | 6 | -10 | . | 2 | .
COC(=O)c1c(-c2ccc(Br)cc2)csc1NC(=O)Cc1ccc(OC)c(OC)c1 | -8 | -5 | -1 | -1.3 | -1 | 0.5 | 14 | 8 | . | -2 | .
CCCc1ccc2oc(C(=O)N3CCN(CC(=O)NC(C)C)CC3)c(C)c2c1 | 1 | -2 | 4 | -1.0 | 4 | 0.4 | -23 | -2 | -2 | 1 | 0
Nc1sc2c(c1C(=O)NC1CCS(=O)(=O)C1)CCC2 (configuration not stated) | -6 | 7 | 14 | 0.0 | 5 | -0.1 | 23 | -39 | . | -1 | 13
N=C1/C(=C\c2ccc(SCc3ccccc3)o2)C(=O)N=C2SC(CC(=O)N3CCOCC3)=NN12 | 1 | 5 | -15 | -0.1 | -9 | -0.1 | -5 | -23 | -20 | 2 | 19
Cc1cc(-c2ccccc2)c2ccc(NC(=O)C(C)(C)C)nc2n1 | -9 | -5 | 16 | -0.5 | -1 | -0.1 | 1 | 9 | 45* | -4 | -17
Cc1ccc(NC(=O)CC(O)(C(F)(F)F)C(F)(F)F)c(Br)c1 | -2 | 18 | -6 | 1.7 | 1 | 0.1 | -12 | -7 | -8 | -2 | 8
Cc1cccc(NS(=O)(=O)c2cc3c(cc2C)N(C)CCO3)c1 | 0 | . | 18 | 0.3 | . | -0.1 | 2 | -9 | -1 | 6 | .
COc1ccc(CCNc2ncnc3cc(OC)c(OC)cc23)cc1OC | -2 | 2 | 21 | -2.4 | 16 | 4.3 | 28 | 24 | -2 | . | -20
O=C(CC1C(=O)NCCN1C(=O)Nc1ccccc1)Nc1cccc(C(F)(F)F)c1 (configuration not stated) | 5 | -1 | 15 | -0.4 | 0 | 0.3 | 4 | 16 | -5 | -1 | 8
O=C(C[C@@H]1NS(=O)(=O)OC2CCCCC21)c1ccccc1 (some centres not stated) | 0 | 2 | -17 | 3.9 | -6 | 0.2 | 5 | 3 | -4 | 4 | 3
Cc1cc(C)cc(OCC(=O)N/N=C/c2ccco2)c1 | 0 | -3 | 13 | -0.2 | -7 | 0.9 | -2 | -6 | -1 | 1 | 16
O=c1cc(O)c2c(=O)n(-c3ccccc3)c3c(c2o1)CCCCCC3 | 1 | -2 | 7 | 0.4 | 22 | -0.3 | 19 | -9 | -3 | -3 | -11
Cc1cc(C)c2cc(CN(CCCO)S(=O)(=O)c3ccccc3F)c(=O)[nH]c2c1 | -9 | 2 | -1 | 0.3 | -1 | 0.1 | 4 | -5 | -2 | 0 | -6
COC(=O)CSC1=C(C#N)C(c2ccc(C)cc2)C2=C(CCCC2=O)N1 (configuration not stated) | -1 | 0 | 7 | -1.4 | 9 | 0.0 | 8 | -3 | -7 | 0 | -3
NS(=O)(=O)c1ccc(NC(=O)COC(=O)c2ccco2)cc1 | 10 | 1 | -3 | -0.5 | 12 | -0.3 | 13 | -16 | -19 | -2 | 5
Cc1ccc(C(=O)N/C(=C/c2cccc([N+](=O)[O-])c2)C(=O)NCC2CCCO2)cc1 (configuration not stated) | 5 | 11 | 15 | -1.4 | 10 | -0.3 | 15 | -3 | -12 | 0 | 0
Cc1ccc(N2C(=O)CC(N(O)C3CC(=O)N(c4ccc(C)cc4)C3=O)C2=O)cc1 (configuration not stated) | 10 | 1 | 45 | -2.0 | 10 | 0.0 | 4 | -10 | -4 | 2 | 9
CCc1nc(SCC(=O)NNC(=O)C2CCCCC2)c2ccccc2n1 | -3 | -10 | 23 | -2.7 | -1 | 0.5 | 26 | -4 | -4 | 0 | 3
CCOc1ccc(C(C)NC(=S)NC2CCCCC2)cc1OCC (configuration not stated) | 4 | -2 | 3 | 0.4 | -3 | 2.3 | 7 | -6 | 3 | 0 | -6
COc1cc2nc(CN(CCC(C)C)Cc3nc4cc(OC)c(OC)cc4c(=O)[nH]3)[nH]c(=O)c2cc1OC | 1 | 8 | -3 | -1.1 | 15 | -0.3 | 7 | 0 | . | -1 | -1
COc1ccc(CC(=O)Nc2cccc(SC)c2)cc1 | 3 | -1 | -3 | -1.1 | -10 | 0.1 | -4 | -10 | -3 | -1 | 4
CCOC(=O)c1nncc(-c2ccccc2)n1 | -5 | 5 | -6 | -0.7 | 4 | 0.1 | -6 | 15 | -3 | 1 | -5
O=c1c2ccc(Cl)cc2[nH]c(=S)n1CCCN1CCOCC1 | 4 | 4 | -9 | -0.7 | 1 | 0.0 | -25 | -9 | 9 | -3 | 2
